Screening data: PubChem, several laboratories
MLLE-PAM2 inh = inhibitors of PABP1 MLLE–PAM2 peptide binding, primary screen, biochemical, fluorescence polarization, FITC-PAM2, GST-MLLE. inhibition, % at 20 µM. actives 0.36% (n = 360,000). AID 588489, 2011. Polyadenylate-binding protein 1 (Homo sapiens), P11940; in the data active = inhibition above about 35%, passing the limit was not always enough;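 note: plate controls were DMSO wells with GST-MLLE for no effect and wells lacking GST-MLLE protein for full effect; some results filed as inactive read as strong as hits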
FAS TE block = FAS thioesterase domain inhibitors, primary screen, biochemical, fluorescence intensity, uHTS | inhibition, % at 15 µM | Fatty acid synthase (Homo sapiens), P49327 | actives 0.67% (n = 360,000) | AID 602261, 2012 | recombinant FAS-TE, OMFH fluorogenic substrate, fluorescence endpoint;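 active = compounds whose normalised, plate-corrected inhibition of enzyme fluorescence in the single-dose primary screen is 50% or more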;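 note: 0% = DMSO with enzyme and 100% = substrate without enzyme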
MsrA inhibitor = bovine MsrA enzyme inhibitors, primary screen, biochemical, absorbance, HTS. AID 651718, 2012. inhibition, % at 15.5 µM. purified bovine MsrA, absorbance read-out. actives 0.75% (n = 360,000); in the data active = inhibition above about 4.5%;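 note: 0% = vehicle wells with enzyme and 100% = reference inhibitor wells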
TbMetRS inhib = T. brucei MetRS inhibitors, primary screen, biochemical, luminescence. methionyl-tRNA synthetase (Trypanosoma brucei brucei). purified T. brucei MetRS, ATP depletion, Kinase-Glo luminescence. inhibition, % at 11.9 µM. actives 0.4% (n = 360,000). AID 624268, 2012;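 active = inhibition above a per-plate cutoff of the control wells' mean inhibition plus 3 SD, cut at about 5.5% in these data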;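 note: 0% = DMSO wells median and 100% = median of wells with control inhibitor compound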
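assay system = parasite MetRS enzyme | timing = 15 min preincubation, 2 h reaction, all 25 °C | evaluation = percent inhibition relative to median high and low control wells | medium = HEPES buffer containing pyrophosphatase, BSA, spermine, DTT | compound = single dose, 11.9 µM final nominal, 0.9% final DMSO | detection = Kinase-Glo luminescence, ATP depletion format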
bovine MsrA act = bovine MsrA enzyme activators, primary screen, biochemical, absorbance, HTS | Methionine sulfoxide reductase A (Bos taurus) | purified bovine MsrA, absorbance read-out | activation, % at 10.6 µM | actives 0.3% (n = 360,000); in the data active = activation above about 7.5%;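 note: 0% = vehicle and 100% = reference activator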
CSN deneddyl inh = inhibitors of CSN-mediated cullin deneddylation, primary screen, biochemical, fluorescence polarization, uHTS; Purified CSN, SCF-Nedd8-OG deneddylation; actives 0.38% (n = 360,000); COP9 signalosome complex subunit 5 (Homo sapiens), Q92905; inhibition, % at 12.5 µM;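 active = pattern-corrected inhibition above about 35%, with an unprinted fluorescence ratio check between 0.5 and 1.5, limit read from the data, passing the limit was not always enough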;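 note: 0% = enzyme with substrate and 100% = substrate without enzyme; some results filed as inactive read as strong as hits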
Target sequence (Q92905 whole entry, looked up, one chain of several): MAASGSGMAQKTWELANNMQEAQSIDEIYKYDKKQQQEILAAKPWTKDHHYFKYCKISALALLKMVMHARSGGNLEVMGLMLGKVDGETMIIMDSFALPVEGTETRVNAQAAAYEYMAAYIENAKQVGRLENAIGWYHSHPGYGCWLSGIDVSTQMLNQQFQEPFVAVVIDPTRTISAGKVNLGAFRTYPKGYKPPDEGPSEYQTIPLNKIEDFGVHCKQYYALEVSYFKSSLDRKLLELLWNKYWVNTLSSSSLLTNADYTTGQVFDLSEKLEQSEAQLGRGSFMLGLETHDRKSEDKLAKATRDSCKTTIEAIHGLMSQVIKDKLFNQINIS
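Assay system: purified human Csn5 enzyme expressed in HEK293T cells; Input: 0.24 nM Csn5 enzyme, final concentration; Reagent: 10 nM SCFSkp2-Nedd8OG; Compound dosing: 12.5 µM single point; Times: reaction 90 min, room temperature; Technique: fluorescence polarization readout.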
Rin1-Abl PPI inh = inhibitors of Rin1-Abl protein binding, primary screen, biochemical, TR-FRET; Tyrosine-protein kinase ABL1 (Homo sapiens) + Ras and Rab interactor 1 (Homo sapiens), …; inhibition, % at 7.35 µM; actives 0.4% (n = 360,000); AID 588664, 2011; in the data active = inhibition above about 5%, passing the limit was not always enough
eLon inh = inhibitors of E. coli Lon protease, primary screen, biochemical, fluorescence polarization; purified E. coli Lon protease; inhibition, % at 7.94 µM; actives 0.42% (n = 360,000); in the data active = inhibition above about 13%, passing the limit was not always enough;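 note: 0% = enzyme with probe and DMSO and 100% = no enzyme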
Neddyl block = inhibitors of cullin neddylation, primary screen, biochemical, TR-FRET, uHTS, NAE and Ubc12; actives 0.58% (n = 360,000); NEDD8-conjugating enzyme Ubc12 (Homo sapiens) + NEDD8-activating enzyme E1 regulatory …; calls only at 25 µM; in the data active = inhibition above about 36%
Target sequence (P61081 whole entry, looked up): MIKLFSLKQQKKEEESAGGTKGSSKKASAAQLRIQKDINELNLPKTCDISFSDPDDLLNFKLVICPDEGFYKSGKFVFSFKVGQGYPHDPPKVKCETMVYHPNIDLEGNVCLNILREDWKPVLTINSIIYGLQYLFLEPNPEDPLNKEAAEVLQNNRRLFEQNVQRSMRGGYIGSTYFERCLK
Target sequence (Q13564 whole entry, looked up): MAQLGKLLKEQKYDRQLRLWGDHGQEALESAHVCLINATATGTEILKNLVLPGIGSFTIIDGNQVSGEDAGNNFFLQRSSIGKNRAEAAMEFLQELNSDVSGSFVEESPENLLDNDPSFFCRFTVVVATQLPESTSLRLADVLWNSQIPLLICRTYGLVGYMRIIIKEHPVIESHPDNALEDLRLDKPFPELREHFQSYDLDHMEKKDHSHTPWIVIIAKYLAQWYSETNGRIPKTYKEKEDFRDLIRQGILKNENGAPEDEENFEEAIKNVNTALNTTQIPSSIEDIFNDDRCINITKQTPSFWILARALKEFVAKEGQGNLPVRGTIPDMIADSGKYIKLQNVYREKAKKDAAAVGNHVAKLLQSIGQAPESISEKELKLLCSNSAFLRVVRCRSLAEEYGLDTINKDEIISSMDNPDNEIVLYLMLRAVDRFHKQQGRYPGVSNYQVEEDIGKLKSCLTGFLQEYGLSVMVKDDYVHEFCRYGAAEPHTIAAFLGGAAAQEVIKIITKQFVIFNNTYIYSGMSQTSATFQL
* = called active by the depositor; i = inactive; . = no result given; & = joins results of further samples.

(1) O=C(NC1CCCC1)C(c1ccc(F)cc1)N1CCC(O)(c2ccc(Cl)cc2)CC1 (stereo not drawn)
(2) COc1ccc(S(=O)(=O)NCc2ccccn2)cc1NC(=O)c1ccccc1F
(3) Cc1cccc(C2=NN(c3ccccc3)[C@H](CO)[C@H]2c2ccccc2)c1
(4) O=C(N/N=C/C(Cl)=C/c1ccccc1)c1ccco1
(5) Cc1ccccc1Nc1nnc(C)c(=O)n1N
(6) O=C(NCC1CCN(Cc2ccccc2F)CC1)Nc1cccc(Br)c1
(7) COc1cc(-c2nnc(COC(=O)c3ccc(C)o3)o2)cc(OC)c1OC
(8) CCC[C@@H]1C[C@@H](C(=O)N[C@H]([C@@H](C)O)[C@H]2O[C@H](SC)[C@H](O)[C@@H](O)C2O)N(C)C1 (stereo partly drawn)
(9) CCOC(=O)c1ccc(NC(=O)CN2C(=O)NC3(CCCCCCC3)C2=O)cc1
(10) NNC(=O)c1ccc(COc2cccc3ccccc23)o1
entry no.,1,2,3,4,5,6,7,8,9,10
MLLE-PAM2 inh,.,-1,-20,-10,-2,9,-3,9,6,5
FAS TE block,.,-1,24,-4,-10,2,1,0,8,-36
MsrA inhibitor,-0.8,-1.0,.,8.5*,-0.1,0.5,-1.1,-1.6,0.5,0.0
TbMetRS inhib,0.5,-0.3,0.2,-1.0,-0.8,0.8,-0.2,-0.6,-0.2,-0.9
bovine MsrA act,.,-1,-3,-7,-4,1,2,0,-2,-6
CSN deneddyl inh,-2,2,4,-1,6,1,1,1,1,-1
Rin1-Abl PPI inh,.,1,-1,-5,1,3,2,-2,7,-4
eLon inh,.,12,-8,-5,-7,-1,-1,-6,-14,6
Neddyl block,i,i,.,i,i,i,i,i,i,i

(11) Cc1ccc(-c2nc(CS(=O)(=O)CC(=O)N3CCc4ccccc4C3)c(C)o2)cc1
(12) Cn1c(=O)c(C(=O)c2ccc(S(C)(=O)=O)c(Cl)c2Cl)c(O)c2ccccc21
(13) CCOC(=O)c1ccc(N2C(=O)CC(C3CCCO3)C2=O)cc1 (stereo not drawn)
(14) CS(=O)(=O)N(CC(=O)Nc1cccc(F)c1)Cc1ccccc1
(15) FC(F)(F)c1cccc(CN2CCCCCC2)c1
(16) O=C(/C=C/c1ccccn1)c1ccc(Br)cc1O
(17) CN(C)S(=O)(=O)c1ccc(NC(=O)C2CC(=O)N(Cc3ccccc3Cl)C2)cc1 (stereo not drawn)
(18) COc1ccccc1C(=O)NCC(=O)N/N=C/c1cccc(Cl)c1
(19) Cn1nc(C(=O)NC2CCCCC2)c2c1-c1ccccc1SC2
(20) COc1ccccc1NC(=S)NC(=O)CCCOc1ccc(Cl)cc1Cl
entry no.,11,12,13,14,15,16,17,18,19,20
MLLE-PAM2 inh,15,-7,-1,2,11,12,6,0,-4,38
FAS TE block,8,-6,-3,-2,-9,0,38,6,0,36
MsrA inhibitor,-0.2,1.3,0.8,-1.1,0.4,1.2,0.8,0.0,0.3,-0.8
TbMetRS inhib,-0.3,-0.3,-0.5,-0.5,-0.4,-0.4,-0.1,0.0,0.0,0.5
bovine MsrA act,3,-1,-2,-7,-3,-2,4,-1,-3,-5
CSN deneddyl inh,-3,4,0,1,-1,1,2,3,4,3
Rin1-Abl PPI inh,-1,0,1,8,-2,1,3,2,6,4
eLon inh,6,5,2,5,1,-7,-6,9,3,-4
Neddyl block,i,i,i,i,i,i,i,i,i,i

(21) COc1ccccc1C/C(N)=N/OC(=O)COc1cc(C)cc(C)c1C
(22) Cc1ccccc1C(=O)NNC(=O)C12CC3CC(CC(C3)C1)C2
(23) O=C1/C(=C2/NCCN2C2CC(=O)N(c3ccccc3)C2=O)CC/C1=C\c1ccccc1 (stereo not drawn)
(24) CC#CCN1c2ccccc2[C@]23C[C@@H](C(=O)OC)N(C(=O)C4CCC4)C2=NC(C(=O)OC)=C(C(=O)OC)[C@H]13
(25) COCCNC(=O)c1c[nH]c2ccc(S(=O)(=O)N(C)c3ccc(C)c(C)c3)cc2c1=O
(26) NC1=NOC(=O)C1C1CCCCC1 (stereo not drawn)
(27) Cn1ccc(NC(=O)Nc2cccc([N+](=O)[O-])c2)n1
(28) CCCCNc1c(-c2ccc(-c3cccc(Cl)c3)cc2)nc2ccccn12
(29) O=C(NC1CCCCC1)c1n[nH]c2c1CCCCC2
(30) O=C(NNC(=O)c1cccs1)c1ccncc1
entry no.,21,22,23,24,25,26,27,28,29,30
MLLE-PAM2 inh,-5,-4,-8,9,1,11,4,5,5,19
FAS TE block,19,-2,0,34,6,-6,2,24&32,-7,-8
MsrA inhibitor,0.6,-0.4,2.7,0.7,0.2,0.2,0.3,1.5&0.3,-0.9,2.4
TbMetRS inhib,-0.8,-0.7,-0.1,-0.1,-1.9,-0.1,-0.7,-0.4&0.5,-0.4,-0.8
bovine MsrA act,-12,-4,-2,-2,-11,-2,-7,-2&-4,-3,-8
CSN deneddyl inh,-2,1,4,0,3,-2,-4,2&2,0,0
Rin1-Abl PPI inh,1,2,-3,1,0,4,6,3,2,2
eLon inh,-1,-8,2,4,3,-15,7,-3&5,-4,-4
Neddyl block,i,i,i,i,i,i,i,i,i,i

(31) O=S(=O)(c1ccc2c(c1)OCCO2)N1CCN(c2nc3ccccc3s2)CC1
(32) C=CCn1c(COc2ccccc2F)nnc1SCC(=O)c1c[nH]c2ccccc12
(33) CCN(CC)S(=O)(=O)c1ccc(NC2c3ccccc3C(=O)N2c2ccc(C)cn2)cc1 (stereo not drawn)
(34) CN1CCN(C(=O)c2cc(COc3ccc(F)cc3Cl)on2)CC1c1ccccc1 (stereo not drawn)
(35) Cc1ccc(S(=O)(=O)Cn2nnnc2C(CC(C)C)N2CCN(c3ccc(F)cc3)CC2)cc1 (stereo not drawn)
(36) CCc1ccc(NC(=O)CCCNC(=O)Cn2cnc3sc(C)c(C)c3c2=O)cc1
(37) O=C(CN(CC1CCCO1)C(=O)CNS(=O)(=O)c1ccccc1)NCCc1ccccc1 (stereo not drawn)
(38) O=C(Oc1ccccc1O)c1cccc2ccccc12
(39) COC(=O)CNc1nc(-c2ccncc2)nc2ccccc12
(40) O=C(Nc1ccccc1)Nc1cc(S(=O)(=O)N2CCOCC2)ccc1N1CCCC1
entry no.,31,32,33,34,35,36,37,38,39,40
MLLE-PAM2 inh,3,-38,-4,5,-2,-2,5,-7,-2,19
FAS TE block,33,1,21,21,27,3,-2,6,-4,-5
MsrA inhibitor,0.2,-0.4,-0.1,-0.6,-0.6,-0.8,1.2,-0.4,2.5,0.4
TbMetRS inhib,-1.4,13*,-0.7,-0.7,0.4,0.4,0.0,-0.6,0.3,8.5*
bovine MsrA act,-12,-2,-5,-2,0,0,0,-3,-4,-2
CSN deneddyl inh,-4,1,-2,6,-2,2,0,-2,-1,-10
Rin1-Abl PPI inh,3,-1,-1,-1,-3,1,1,0,-2,-3
eLon inh,-7,10,-5,4,4,-7,-2,2,3,-7
Neddyl block,i,i,i,i,i,i,i,i,i,i

(41) CCOC(=O)CC1(NC(=O)C2CCC(=O)N(Cc3ccccc3OC)C2)CCCCC1 (stereo not drawn)
(42) Cc1cs/c(=N\N=C\c2cccc([N+](=O)[O-])c2)n1Cc1ccco1
(43) Cc1[nH]c(=O)[nH]c(=O)c1S(=O)(=O)N1CCC(C(=O)N2CCN(Cc3ccccc3)CC2)CC1
(44) COc1ccc(CN2CCC(CO)(CCOc3ccccc3)CC2)cc1C
(45) Cc1csc(NC(=O)CN2CCCCCC2)n1
(46) COc1ccccc1C(=O)NCC[N+](C)(C)C
(47) N#Cc1ccc(S(=O)(=O)N2CCc3[nH]c4ccc(F)cc4c3C2)cc1
(48) CC(C)c1ccc(C2c3[nH]c4ccccc4c3C[C@H]3C(=O)N(c4ccccc4C(=O)N4CCC[C@@H]4C(=O)O)C(=O)N23)cc1 (stereo partly drawn)
(49) S=c1[nH]nc(-c2ccccc2)n1/N=C/c1cccs1
(50) CC(=O)Nc1ccc(Sc2ccccc2C(=O)O)cn1
(51) O=C(NCc1cccs1)C1CCN(c2nccs2)CC1
(52) CCOC(=O)/C(N)=C/c1ncc(C(F)(F)F)cc1Cl
(53) COc1cc(NC(=O)CN2C(=O)c3ccccc3S2(=O)=O)c(OC)cc1Cl
entry no.,41,42,43,44,45,46,47,48,49,50,51,52,53
MLLE-PAM2 inh,8,-24,3,6,-10,.,0,-7,-17,-7,21,-3,-9
FAS TE block,-7,37,-3,-7,-10,-12,13,20,-6,-6,-9,7,9
MsrA inhibitor,1.2,1.8,.,-0.6,-0.2,-0.4,0.5,0.1,.,2.0,-0.6,1.0,0.7
TbMetRS inhib,-0.1,0.3,-0.8,-0.6,-1.1,-0.1,3.3,3.0,-0.2,-1.0,-0.1,-0.9,-0.7
bovine MsrA act,-2,-2,-2,1,-6,0,-7,0,8,-4,1,-5,-11
CSN deneddyl inh,2,-5,5,2,-1,1,0,0,-1,1,1,2,-6
Rin1-Abl PPI inh,1,-5,2,-3,5,.,0,0,-4,1,-4,1,4
eLon inh,5,-14,-8,-5,4,5,1,0,2,-6,8,-3,-10
Neddyl block,i,i,i,i,i,i,i,i,i,i,i,i,i

A draw from above in order of molecular weight, high to low:
(43) Cc1[nH]c(=O)[nH]c(=O)c1S(=O)(=O)N1CCC(C(=O)N2CCN(Cc3ccccc3)CC2)CC1
(33) CCN(CC)S(=O)(=O)c1ccc(NC2c3ccccc3C(=O)N2c2ccc(C)cn2)cc1 (stereo not drawn)
(7) COc1cc(-c2nnc(COC(=O)c3ccc(C)o3)o2)cc(OC)c1OC
(47) N#Cc1ccc(S(=O)(=O)N2CCc3[nH]c4ccc(F)cc4c3C2)cc1
(42) Cc1cs/c(=N\N=C\c2cccc([N+](=O)[O-])c2)n1Cc1ccco1
(22) Cc1ccccc1C(=O)NNC(=O)C12CC3CC(CC(C3)C1)C2
(38) O=C(Oc1ccccc1O)c1cccc2ccccc12
(30) O=C(NNC(=O)c1cccs1)c1ccncc1
(46) COc1ccccc1C(=O)NCC[N+](C)(C)C
entry no.,43,33,7,47,42,22,38,30,46
MLLE-PAM2 inh,3,-4,-3,0,-24,-4,-7,19,.
FAS TE block,-3,21,1,13,37,-2,6,-8,-12
MsrA inhibitor,.,-0.1,-1.1,0.5,1.8,-0.4,-0.4,2.4,-0.4
TbMetRS inhib,-0.8,-0.7,-0.2,3.3,0.3,-0.7,-0.6,-0.8,-0.1
bovine MsrA act,-2,-5,2,-7,-2,-4,-3,-8,0
CSN deneddyl inh,5,-2,1,0,-5,1,-2,0,1
Rin1-Abl PPI inh,2,-1,2,0,-5,2,0,2,.
eLon inh,-8,-5,-1,1,-14,-8,2,-4,5
Neddyl block,i,i,i,i,i,i,i,i,i
